BioA inh: BioA (M. tuberculosis) enzyme inhibition; purified M. tuberculosis BioA enzyme, plate reader; inhibition, % at 9.99 µM; 0.096% of 360,000 active; AID 602481; in the data active means inhibition above about 40%
TcdB GH inh: inhibitors of Clostridioides difficile toxin B glycohydrolase. inhibition, % at 9.99 µM. 0.24% of 350,000 active. AID 652162. TcdB glycohydrolase enzymatic assay, plate reader; in the data active means inhibition above about 10%
Target sequence (P18177 whole entry, looked up): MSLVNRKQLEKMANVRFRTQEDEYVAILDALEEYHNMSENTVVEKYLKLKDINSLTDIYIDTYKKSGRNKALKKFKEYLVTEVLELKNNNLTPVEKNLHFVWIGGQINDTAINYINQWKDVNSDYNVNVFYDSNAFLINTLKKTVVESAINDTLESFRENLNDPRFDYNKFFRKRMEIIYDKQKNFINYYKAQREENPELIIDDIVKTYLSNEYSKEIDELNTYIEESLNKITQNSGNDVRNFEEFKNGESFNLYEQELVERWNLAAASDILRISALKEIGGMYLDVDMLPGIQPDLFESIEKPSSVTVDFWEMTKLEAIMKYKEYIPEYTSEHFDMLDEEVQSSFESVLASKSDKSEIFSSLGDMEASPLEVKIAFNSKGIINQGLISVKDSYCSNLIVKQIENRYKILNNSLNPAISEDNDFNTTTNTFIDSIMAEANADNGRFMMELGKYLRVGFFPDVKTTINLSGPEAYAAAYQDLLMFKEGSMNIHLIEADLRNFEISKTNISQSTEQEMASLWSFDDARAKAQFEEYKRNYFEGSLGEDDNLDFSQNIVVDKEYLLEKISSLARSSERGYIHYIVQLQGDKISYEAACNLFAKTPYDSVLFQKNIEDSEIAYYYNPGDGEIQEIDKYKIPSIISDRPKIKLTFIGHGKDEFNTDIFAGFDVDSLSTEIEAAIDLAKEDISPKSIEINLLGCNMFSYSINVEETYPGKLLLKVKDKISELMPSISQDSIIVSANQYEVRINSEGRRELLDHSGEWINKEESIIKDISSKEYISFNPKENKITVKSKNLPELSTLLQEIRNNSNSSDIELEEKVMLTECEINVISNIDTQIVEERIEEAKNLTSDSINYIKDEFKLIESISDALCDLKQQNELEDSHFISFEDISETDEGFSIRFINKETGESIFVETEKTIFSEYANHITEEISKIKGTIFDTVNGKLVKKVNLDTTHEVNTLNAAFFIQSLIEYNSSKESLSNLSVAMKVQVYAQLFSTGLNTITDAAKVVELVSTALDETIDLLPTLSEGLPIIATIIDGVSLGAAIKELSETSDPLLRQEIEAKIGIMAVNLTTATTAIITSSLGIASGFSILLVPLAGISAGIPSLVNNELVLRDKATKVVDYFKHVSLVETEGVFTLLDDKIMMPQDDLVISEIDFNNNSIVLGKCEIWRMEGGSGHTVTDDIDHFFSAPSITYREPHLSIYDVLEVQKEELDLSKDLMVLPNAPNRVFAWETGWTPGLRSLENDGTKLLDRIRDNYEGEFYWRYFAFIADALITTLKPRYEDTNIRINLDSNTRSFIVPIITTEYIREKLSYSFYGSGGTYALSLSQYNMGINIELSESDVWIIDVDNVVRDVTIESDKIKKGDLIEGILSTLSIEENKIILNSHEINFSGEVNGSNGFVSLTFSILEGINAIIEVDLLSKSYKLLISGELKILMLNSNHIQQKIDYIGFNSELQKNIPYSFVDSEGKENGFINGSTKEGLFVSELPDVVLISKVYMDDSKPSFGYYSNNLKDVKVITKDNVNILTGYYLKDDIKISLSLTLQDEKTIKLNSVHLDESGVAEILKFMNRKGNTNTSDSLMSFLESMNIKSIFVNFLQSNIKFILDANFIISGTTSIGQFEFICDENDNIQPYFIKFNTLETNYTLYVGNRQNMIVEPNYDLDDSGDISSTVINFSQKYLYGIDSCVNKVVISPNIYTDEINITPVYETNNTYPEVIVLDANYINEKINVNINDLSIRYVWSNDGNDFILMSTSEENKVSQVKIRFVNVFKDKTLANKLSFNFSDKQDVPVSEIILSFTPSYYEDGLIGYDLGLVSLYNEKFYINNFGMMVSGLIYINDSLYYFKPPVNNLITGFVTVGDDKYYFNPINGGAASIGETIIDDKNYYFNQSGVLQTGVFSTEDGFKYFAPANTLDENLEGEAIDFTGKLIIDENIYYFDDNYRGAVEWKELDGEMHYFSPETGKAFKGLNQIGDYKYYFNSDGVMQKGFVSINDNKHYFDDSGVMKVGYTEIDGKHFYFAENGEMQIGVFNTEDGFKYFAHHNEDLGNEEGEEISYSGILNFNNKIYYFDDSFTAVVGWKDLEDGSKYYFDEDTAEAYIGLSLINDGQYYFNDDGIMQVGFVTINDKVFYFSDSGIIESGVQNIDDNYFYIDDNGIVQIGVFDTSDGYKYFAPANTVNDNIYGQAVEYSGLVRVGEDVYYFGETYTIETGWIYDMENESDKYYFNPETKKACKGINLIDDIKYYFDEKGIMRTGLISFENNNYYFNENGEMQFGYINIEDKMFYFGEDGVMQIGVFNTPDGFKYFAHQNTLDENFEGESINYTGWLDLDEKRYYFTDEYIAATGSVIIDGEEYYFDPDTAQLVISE
* = called active by the depositor; & = joins results of further samples. Some of the compounds tested. The share of hits here may be higher or lower than overall.

Results follow in this order: BioA inh | TcdB GH inh
COc1ccccc1-c1cnc2c(c1)C(=O)N([C@H](C)CO)C[C@@H](C)[C@@H](CN(C)Cc1cncnc1)O2
 : -1.6 | -0.5
CN(C)C(=O)c1ccc(-c2ccc([C@@H]3[C@H](C#N)N(C(=O)C4CC4)[C@H]3CO)cc2)cc1
 : -2.4 | -3.1
O=C(Nc1cccc(Cl)c1)N1C[C@@H]2[C@H](c3ccccc31)[C@@H](CO)N2C(=O)c1ccncc1
 : -1.9 | 1.5
CN(C)C(=O)c1ccc(-c2ccc([C@@H]3[C@H]4CN(S(C)(=O)=O)CCCCN4[C@H]3CO)cc2)cc1
 : 1.2 | 0.8
C[C@@H]1CN([C@H](C)CO)C(=O)c2cc(/C=C/c3ccccc3)cnc2O[C@@H]1CN(C)C(=O)c1cccc(F)c1
 : -2.1 | 2.0
COc1ccc(NC(=O)N(C)C[C@@H]2OCCCC[C@H](C)Oc3ccc(NS(=O)(=O)c4ccc(Cl)cc4)cc3C(=O)N([C@H](C)CO)C[C@@H]2C)cc1
 : -0.1 | 0.7
O=S(=O)(c1cccc2cccnc12)N1CCN(Cc2ccc(OCCO)cc2)CC1
 : 0.9 | 0.8
COc1ccccc1NC(=O)N1CC[C@@H]2[C@@H](CO)N(C)c3ccc(-c4cccc(F)c4)cc3[C@@H]21
 : 4.0 | 0.2
C[C@@H]1CN([C@@H](C)CO)C(=O)c2cccc(NC(=O)C3CCOCC3)c2O[C@@H]1CN(C)S(=O)(=O)c1ccccc1
 : 3.9 | 0.4
C[C@H](CO)N1C[C@H](C)[C@@H](CN(C)C)Oc2ncc(-c3ccccc3)cc2C1=O
 : -1.4 | 0.6
N#C[C@H]1[C@@H](c2ccc(C3=CCCCC3)cc2)[C@H](CO)N1S(=O)(=O)c1ccccc1
 : -1.5 | 0.2
C[C@@H]1CN([C@@H](C)CO)C(=O)c2cccc(NC(=O)Nc3ccccc3)c2O[C@@H]1CN(C)C(=O)Nc1ccc(C(F)(F)F)cc1
 : 0.3 | -0.4
Cc1noc(C)c1S(=O)(=O)N(C)C[C@H]1OCCCC[C@H](C)Oc2ccc(NS(=O)(=O)c3cccs3)cc2C(=O)N([C@@H](C)CO)C[C@@H]1C
 : 3.0 | 0.1
CC(C)NC(=O)Nc1ccc2c(c1)C(=O)N([C@@H](C)CO)C[C@H](C)[C@H](CN(C)Cc1ccc(C(F)(F)F)cc1)OCCCC[C@H](C)O2
 : -0.9 | 0.7
CN(C)CC#Cc1cccc(-c2nc(C(=O)NCc3ccc4c(c3)OCO4)cc3c2[C@H](CCO)N(S(=O)C(C)(C)C)C3)c1 (some centres undefined)
 : 0.0 | 2.8
COc1ccc(CNC(=O)C[C@@H]2CC[C@H](NC(=O)Nc3ccc4c(c3)OCO4)[C@@H](CO)O2)cc1
 : -4.1 | -4.0
C[C@@H]1CN([C@H](C)CO)C(=O)c2cc(C#CCC3CCCC3)cnc2O[C@H]1CN(C)C(=O)c1cnccn1
 : 10 | 0.0
C[C@H](CO)N1C[C@H](C)[C@H](CN(C)Cc2ccc(Cl)c(Cl)c2)OCCCC[C@H](C)Oc2ccc(NC(=O)Nc3ccc(F)cc3)cc2C1=O
 : 0.7 | -0.5
C/C=C/c1ccc2c(c1)O[C@H](CN(C)Cc1ccc(F)cc1)[C@@H](C)CN([C@H](C)CO)S2(=O)=O
 : -0.4 | -1.5
C[C@@H]1CN([C@@H](C)CO)C(=O)c2cccc(NC(=O)C3CCOCC3)c2O[C@@H]1CN(C)Cc1ccncc1
 : -2.1 | -0.4
C[C@H](CO)N1C[C@H](C)[C@H](CN(C)S(=O)(=O)c2ccc(F)cc2)Oc2c(NC(=O)c3nc4ccccc4s3)cccc2C1=O
 : -3.2 | -0.3
C/C=C/c1ccc2c(c1)O[C@@H](CN(C)C(=O)COC)[C@H](C)CN([C@H](C)CO)S2(=O)=O
 : 9.9 | 1.0
C[C@@H]1CN([C@H](C)CO)C(=O)c2cc(NS(C)(=O)=O)ccc2O[C@@H](C)CCCCO[C@H]1CN(C)C(=O)Nc1ccc(C(F)(F)F)cc1
 : 1.8 | 0.2
C[C@H]1CN([C@@H](C)CO)C(=O)c2cc(NC(=O)Nc3ccc(F)cc3)ccc2O[C@@H]1CN(C)Cc1ccncc1
 : 1.7 | 0.7
C[C@@H]1CN([C@@H](C)CO)C(=O)c2cc(NC(=O)C3CCCCC3)ccc2O[C@@H](C)CCCCO[C@H]1CN(C)Cc1ccc(C(=O)O)cc1
 : 0.7 | -0.3
CO[C@H]1CN(C)C(=O)c2cc(NS(=O)(=O)CC(F)(F)F)ccc2OC[C@H](C)N(CCC(F)(F)F)C[C@@H]1C
 : -2.2 | -0.8
C[C@H](CO)N1C[C@H](C)[C@@H](CN(C)C)Oc2ncc(C3=CCCC3)cc2C1=O
 : -0.5 | 0.2
C[C@H]1CN([C@@H](C)CO)C(=O)c2cc(C3=CCCCC3)cnc2O[C@H]1CN(C)Cc1ccccn1
 : -1.6 | 1.1
CC(C)NC(=O)Nc1ccc2c(c1)CC(=O)N([C@@H](C)CO)C[C@H](C)[C@H](CN(C)Cc1ccc(Cl)c(Cl)c1)O2
 : 2.2 | -2.7
C[C@@H]1CCCCO[C@H](CN(C)C(=O)CCCN(C)C)[C@H](C)CN([C@@H](C)CO)C(=O)c2cc(NC(=O)Nc3ccccc3)ccc2O1
 : -1.5 | 0.5

Entries listed so far that have a CF3 group (four):
Results follow in this order: BioA inh | TcdB GH inh
C[C@@H]1CN([C@@H](C)CO)C(=O)c2cccc(NC(=O)Nc3ccccc3)c2O[C@@H]1CN(C)C(=O)Nc1ccc(C(F)(F)F)cc1
 : 0.3 | -0.4
CC(C)NC(=O)Nc1ccc2c(c1)C(=O)N([C@@H](C)CO)C[C@H](C)[C@H](CN(C)Cc1ccc(C(F)(F)F)cc1)OCCCC[C@H](C)O2
 : -0.9 | 0.7
C[C@@H]1CN([C@H](C)CO)C(=O)c2cc(NS(C)(=O)=O)ccc2O[C@@H](C)CCCCO[C@H]1CN(C)C(=O)Nc1ccc(C(F)(F)F)cc1
 : 1.8 | 0.2
CO[C@H]1CN(C)C(=O)c2cc(NS(=O)(=O)CC(F)(F)F)ccc2OC[C@H](C)N(CCC(F)(F)F)C[C@@H]1C
 : -2.2 | -0.8

Some of the entries above in a different format:
smiles: C[C@@H]1CN([C@H](C)CO)C(=O)c2cc(NS(C)(=O)=O)ccc2O[C@@H](C)CCCCO[C@H]1CN(C)C(=O)Nc1ccc(C(F)(F)F)cc1
  BioA inh: 1.8; TcdB GH inh: 0.2
smiles: C[C@H]1CN([C@@H](C)CO)C(=O)c2cc(NC(=O)Nc3ccc(F)cc3)ccc2O[C@@H]1CN(C)Cc1ccncc1
  BioA inh: 1.7; TcdB GH inh: 0.7

Next results:
Results follow in this order: BioA inh | TcdB GH inh
COCC(=O)Nc1ccc2c(c1)OC[C@@H](C)N(C(=O)COC)C[C@@H](C)[C@@H](OC)CN(C)C2=O
 : -0.6 | -1.5
CO[C@@H](CN(C)C(=O)c1ccccc1F)[C@@H](C)CN([C@H](C)CO)S(=O)(=O)c1ccc(Cl)cc1
 : -1.4 | -7.8
CCCC(=O)Nc1ccc2c(c1)C(=O)N(C)[C@@H]1CC[C@@H](CC(=O)NCCc3ccncc3)O[C@H]1CO2
 : -1.0 | -0.3
C[C@@H]1CCCCO[C@@H](CN(C)Cc2ccc(Cl)c(Cl)c2)[C@@H](C)CN([C@H](C)CO)C(=O)c2cc(NC(=O)Nc3ccc(F)cc3)ccc2O1
 : 0.1 | 1.5
COc1ccc(-c2ccc([C@@H]3[C@@H](C#N)N(C(=O)C4CCCCC4)[C@H]3CO)cc2)cc1
 : -0.1 | 0.2
Cc1noc(C)c1S(=O)(=O)Nc1ccc2c(c1)C(=O)N([C@@H](C)CO)C[C@@H](C)[C@@H](CN(C)Cc1ccc(Cl)c(Cl)c1)OCCCC[C@@H](C)O2
 : 2.1 | 0.7
CO[C@H]1CN(C)C(=O)c2ccc(NC(=O)C3CCCCC3)cc2OC[C@H](C)N(Cc2nccs2)C[C@H]1C
 : -0.8 | 1.2
Cc1ccccc1S(=O)(=O)N(C)C[C@H]1OCc2cnnn2CCCC(=O)N([C@H](C)CO)C[C@@H]1C
 : -0.1 | -0.3&0.6
COc1ccc(NC(=O)N(C)C[C@@H]2Oc3ncc(-c4ccc(C#N)cc4)cc3C(=O)N([C@H](C)CO)C[C@H]2C)cc1
 : 11 | 0.0
CN1CCN(C(=O)C[C@H]2CC[C@@H]3[C@H](COC[C@H](O)CN3C(=O)C3CCCC3)O2)CC1
 : -2.9 | 0.2
C[C@@H]1CN([C@H](C)CO)C(=O)Cc2cc(NC(=O)Cn3cnnn3)ccc2O[C@H]1CN(C)Cc1ccccc1
 : 11 | 0.4
CNC[C@H]1Oc2ccc(NC(=O)CCN3CCOCC3)cc2CC(=O)N([C@@H](C)CO)C[C@H]1C
 : -1.4 | 0.0
O=S(=O)(c1cccs1)N1CCCCN2[C@H](C1)[C@H](c1ccc(Br)cc1)[C@@H]2CO
 : -4.8 | 0.0
O=C(N[C@@H]1CC[C@H](CC(=O)N2CCCCC2)O[C@@H]1CO)c1cccc(F)c1
 : -1.0 | -0.2
C[C@@H]1CCCCO[C@H](CN(C)C(=O)c2ccccc2)[C@@H](C)CN([C@H](C)CO)C(=O)c2cc(NS(=O)(=O)c3cn(C)cn3)ccc2O1
 : 0.1 | 0.5
COc1ccc(-c2cnc3c(c2)C(=O)N([C@@H](C)CO)C[C@@H](C)[C@@H](CN(C)Cc2ccccn2)O3)cc1
 : 1.1 | 1.2
CN1C(=O)c2cc(NC(=O)c3ccccc3)ccc2OC[C@H]2O[C@@H](CC(=O)NCC3CC3)CC[C@@H]21
 : 0.0 | 0.9
CCCN1C[C@H](C)[C@H](OC)CN(C)C(=O)c2ccc(NC(=O)C3CCC3)cc2OC[C@H]1C
 : 1.7 | -0.7
COc1ccc(NC(=O)N(C)C[C@@H]2Oc3c(NC(=O)Nc4ccc(F)cc4)cccc3C(=O)N([C@@H](C)CO)C[C@H]2C)cc1
 : 2.4 | 0.4
C[C@H](CO)N1C[C@H](C)[C@@H](CN(C)C(=O)Nc2cccc3ccccc23)Oc2ccc(NC(=O)Nc3ccc(C(F)(F)F)cc3)cc2CC1=O
 : -7.9 | -0.2
CCCC#Cc1cnc2c(c1)C(=O)N([C@H](C)CO)C[C@@H](C)[C@@H](CN(C)Cc1ccncc1)O2
 : 0.0 | 1.0
C[C@@H]1CN([C@@H](C)CO)C(=O)c2cc(NC(=O)c3ccncc3)ccc2O[C@@H]1CN(C)S(=O)(=O)c1cccs1
 : 0.0 | -0.3
CCC(=O)N1[C@H](CO)[C@@H]2c3ccccc3N(C(=O)NC(C)C)C[C@@H]21
 : -5.4 | -0.3
Cc1noc(C)c1NC(=O)N(C)C[C@H]1Oc2ccc(NC(=O)C3CC3)cc2CC(=O)N([C@@H](C)CO)C[C@H]1C
 : -3.1 | -3.9
COc1cccc(S(=O)(=O)N[C@@H]2CC[C@@H](CCn3cc(-c4ccccc4)nn3)O[C@H]2CO)c1
 : 3.9 | -1.7
O=C(C[C@H]1CC[C@@H]2[C@H](COC[C@H](O)CN2Cc2ccncc2)O1)NCc1ccncc1
 : 5.3 | 0.2
O=C(C[C@H]1CC[C@H]2[C@@H](COC[C@@H](O)CN2Cc2nccs2)O1)NCc1ccccc1F
 : -0.6 | 0.0
CCCNC(=O)N1[C@@H](C#N)[C@@H](c2ccc(C#Cc3ccc(F)cc3)cc2)[C@@H]1CO
 : -2.4 | 0.1
C[C@@H]1CN([C@@H](C)CO)S(=O)(=O)c2ccc(-c3ccccc3)cc2O[C@H]1CN(C)CC1CCCC1
 : 0.4 | -0.9
C[C@H]1CN([C@@H](C)CO)C(=O)c2cc(NC(=O)CCN3CCOCC3)ccc2O[C@@H]1CN(C)C(=O)Nc1ccccc1
 : -1.0 | -1.2
CCC(=O)N[C@H]1CC[C@H](CC(=O)OC)O[C@@H]1CO
 : -1.1 | -0.2
C[C@H]1CN([C@@H](C)CO)C(=O)CCCn2cc(nn2)CO[C@@H]1CN(C)C(=O)C1CC1
 : -2.1 | 1.1&0.0
COc1ccccc1-c1cnc2c(c1)C(=O)N([C@H](C)CO)C[C@H](C)[C@@H](CN(C)C(=O)CN(C)C)O2
 : -1.9 | -0.5
C[C@@H]1CN([C@@H](C)CO)C(=O)c2cc(NC(=O)Cc3cn(C)c4ccccc34)ccc2O[C@@H]1CN(C)C(=O)Nc1ccc2c(c1)OCO2
 : 3.1 | 0.6
C[C@@H]1CCCCO[C@H](CN(C)C(=O)Cc2ccccc2)[C@H](C)CN([C@H](C)CO)C(=O)c2cc(NC(=O)Nc3ccccc3)ccc2O1
 : -0.1 | -0.6
C[C@@H]1CN([C@H](C)CO)C(=O)c2cc(NS(C)(=O)=O)ccc2O[C@@H]1CN(C)Cc1ccc2c(c1)OCO2
 : 0.0 | 0.4
C[C@@H]1CN([C@H](C)CO)C(=O)Cc2cc(NS(=O)(=O)c3ccc(F)cc3)ccc2O[C@@H]1CN(C)C(=O)NC1CCCCC1
 : -0.5 | 1.1
C[C@H](CO)N1C[C@H](C)[C@H](CN(C)Cc2ccc(Cl)c(Cl)c2)Oc2ccc(NC(=O)C3CCCCC3)cc2CC1=O
 : -1.5 | 0.4
CN1C(=O)c2cc(NC(=O)Cc3ccccc3)ccc2OC[C@@H]2O[C@@H](CC(=O)NCC3CC3)CC[C@H]21
 : 0.2 | -0.6
C/C=C/c1ccc([C@H]2[C@@H](C#N)N(C(=O)c3cccnc3)[C@H]2CO)cc1
 : 2.9 | -1.1
C[C@@H]1CN([C@@H](C)CO)C(=O)c2cc(NC(=O)CCN3CCOCC3)ccc2O[C@H]1CN(C)Cc1ccc(C(=O)O)cc1
 : 1.1 | -1.0
C[C@H]1CN([C@@H](C)CO)S(=O)(=O)c2ccc(C#CC3(O)CCCC3)cc2O[C@@H]1CN(C)C(=O)c1ccccc1
 : 3.1 | 1.0
C[C@@H]1CCCCO[C@H](CN(C)S(=O)(=O)c2cn(C)cn2)[C@@H](C)CN([C@H](C)CO)C(=O)c2cc(NC(=O)C3CCCCC3)ccc2O1
 : 0.5 | -1.1
C[C@H]1CN([C@@H](C)CO)C(=O)c2cc(C#CC3CCCCC3)cnc2O[C@@H]1CN(C)C(=O)C1CCCCC1
 : -0.2 | -0.8
C[C@@H]1CN([C@H](C)CO)C(=O)c2cc(NC(=O)Cc3ccccc3)ccc2O[C@@H](C)CCCCO[C@H]1CN(C)Cc1ccc(C(=O)O)cc1
 : -0.8 | -2.2

High-throughput results as filed in PubChem BioAssay.
